TRPC6 inh: mouse TRPC6 channel inhibitors, primary screen, cell-based, HEK293, membrane potential dye; Short transient receptor potential channel 6 (Mus musculus), Q61143; ACh-evoked depolarization; hits give low values; B-score at 10 µM; 310,000 compounds, 1.1% hits; AID 2553, 2010;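 active means B-score under library mean minus 3 SD, initial fluorescence not abnormally high, positive integrated signal ratio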;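 further: B-score derived from integrated fluorescence ratio over the kinetic read; more negative B-score means stronger inhibition of depolarization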
Target sequence (Q61143 whole entry, looked up): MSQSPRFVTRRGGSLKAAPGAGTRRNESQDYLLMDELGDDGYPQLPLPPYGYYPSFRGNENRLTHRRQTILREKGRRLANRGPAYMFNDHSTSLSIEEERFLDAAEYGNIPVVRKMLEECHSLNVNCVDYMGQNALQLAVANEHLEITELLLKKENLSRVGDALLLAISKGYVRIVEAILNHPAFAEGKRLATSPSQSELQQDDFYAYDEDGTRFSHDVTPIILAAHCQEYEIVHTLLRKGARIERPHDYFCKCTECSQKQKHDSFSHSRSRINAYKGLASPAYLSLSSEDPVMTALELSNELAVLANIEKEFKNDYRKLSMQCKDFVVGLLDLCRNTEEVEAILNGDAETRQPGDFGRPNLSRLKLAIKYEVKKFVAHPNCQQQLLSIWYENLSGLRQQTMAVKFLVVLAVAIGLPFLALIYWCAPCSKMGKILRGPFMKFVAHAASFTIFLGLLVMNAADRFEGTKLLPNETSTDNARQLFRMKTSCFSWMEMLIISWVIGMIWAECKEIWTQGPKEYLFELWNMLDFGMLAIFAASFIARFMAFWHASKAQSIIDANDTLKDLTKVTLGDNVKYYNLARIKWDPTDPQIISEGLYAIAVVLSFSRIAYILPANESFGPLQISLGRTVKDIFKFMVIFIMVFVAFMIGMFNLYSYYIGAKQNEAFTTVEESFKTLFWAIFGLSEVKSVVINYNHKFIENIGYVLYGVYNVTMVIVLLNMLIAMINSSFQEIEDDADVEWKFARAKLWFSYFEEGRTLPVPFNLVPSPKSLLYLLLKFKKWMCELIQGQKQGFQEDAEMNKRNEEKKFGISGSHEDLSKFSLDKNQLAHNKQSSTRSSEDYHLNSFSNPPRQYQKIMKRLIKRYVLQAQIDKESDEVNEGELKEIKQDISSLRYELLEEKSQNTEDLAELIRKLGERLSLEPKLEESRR
MrgX1 agonist: agonists of human MrgX1 receptor, primary screen, HEK293 cells, Fluo-4 calcium flux. Fluo-4 calcium fluorescence, agonist mode; hits give high values. 310,000 compounds, 0.44% hits. B-score at 10 µM;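 active means calcium response B-score plate-corrected fluorescence ratio at least 3 library SD, with starting fluorescence B-score inside 5 SD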
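Test system: HEK293 cells stably expressing human MrgX1 receptor; Input: fifteen thousand cells per well; Dosing: compound delivered in addition one of three; Schedule: overnight seeding, then 1 h dark dye loading; Technique: Fluo-4 NW calcium fluorescence; Measure: B-scored fluorescence response ratio; Controls: positive and negative controls per plate.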
TMEM16A act: TMEM16A chloride channel activators or potentiators, primary screen, cell-based, HTS | Anoctamin-1 (Mus musculus), Q8BHY3 | HEK293 TMEM16A/YFP-H148Q/I152L, iodide quench fluorescence; hits give low values | B-score at 10 µM | 340,000 compounds, 0.3% hits;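 active means fluorescence-ratio B-score plate-corrected deviation score at least 3 library SD below zero, with starting fluorescence score within 5 deviations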;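 further: channel opened by trigger with iodide after compound preincubation; score built on the fluorescence ratio of max minus min over baseline; more negative score means more quench and so TMEM16A activation or potentiation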
ANO1 block: TMEM16A chloride channel inhibitors, primary screen, cell-based, HTS. HEK293 TMEM16A/YFP iodide influx fluorescence, ionomycin. normalized B-score (activity score, 25-100; higher = stronger inhibition) at 10 µM. 310,000 compounds, 1.2% hits;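 active means ratio plate-corrected score three or more library SD toward inhibition, starting fluorescence score within five deviations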;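 further: score derived from kinetic fluorescence span divided by baseline fluorescence per well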
TRPC6 activator: mouse TRPC6 channel activators, primary screen, cell-based, HEK293, membrane potential dye. Short transient receptor potential channel 6 (Mus musculus), Q61143. HEK293-TRPC6 membrane potential dye fluorescence; hits give high values. B-score at 10 µM. 310,000 compounds, 0.13% hits. AID 2550, 2010;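 active means B-score of the integrated fluorescence ratio above library mean plus 3 SD, and starting fluorescence ratio within library mean plus 5 SD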;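 further: higher score means more depolarization so channel activation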
RGS4 inh: RGS4 inhibitors, primary screen, cell-based, HEK293 M3R inducible RGS4, calcium flux; Fluo-4 calcium flux; hits give high values; triggered by carbachol at its EC20; 310,000 compounds, 0.45% hits; B-score at 10 µM; Regulator of G-protein signaling 4 (Homo sapiens), P49798;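 active means B-score, a plate-corrected calcium signal, over three deviations above library mean, with baseline fluorescence within five deviations of library mean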;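 further: RGS4 expression induced by doxycycline in cells with stable M3 receptor; B-score is computed from the integrated fluorescence ratio over baseline after carbachol; higher B-score means a larger calcium signal and so more RGS4 inhibition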
TRPC4 agonist: activators of mouse TRPC4 channel, primary screen, Fluo4 calcium, HEK293 TRPC4beta/mu-opioid cells; Short transient receptor potential channel 4 (Mus musculus), Q9QUQ5; Fluo4 calcium fluorescence; hits give high values; B-score at 10 µM; 310,000 compounds, 0.49% hits; AID 2237, 2010;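 active means B-score above 5 SD of library B-scores, and initial fluorescence ratio not above library mean plus 5 SD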;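 further: positive B-score marks a calcium rise read as TRPC4 activation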
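Assay system: HEK293 stable line with TRPC4beta plus mu-opioid receptor. Times: dye 45 min RT, read 110 s. Measured by: kinetic Fluo4 calcium fluorescence. Measure: B score of integrated ratio. Controls: assay buffer as low control, maximal DAMGO as high control.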
TRPC4 block: inhibitors of mouse TRPC4 channel, primary screen, Fluo4 calcium, HEK293 TRPC4beta/mu-opioid cells. 300,000 compounds, 0.39% hits. DAMGO-evoked Fluo4 calcium flux; hits give low values. B-score at 10 µM;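 active means B-score over 3 SD under the library average, no early fluorescence shift, positive overall ratio signal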
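Material: HEK293 cells with stable TRPC4beta plus mu-opioid receptor expression; probe or stimulus: DAMGO in two steps, submaximal then maximal; technique: Fluo4 calcium fluorescence by kinetic imaging, 5 s 1 Hz baseline; measure: integrated fluorescence ratio relative to baseline, converted to per-well B score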
MrgX1 antagonist: antagonists of human MrgX1 receptor, primary screen, HEK293 cells, Fluo-4 calcium flux. BAM8-22 antagonism; hits give low values. B-score at 10 µM. 310,000 compounds, 1.3% hits. AID 588676, 2011;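 active means calcium-response B-score plate-corrected more than 3 library SD below zero, starting fluorescence within 5 deviations, no agonist response on first addition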;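 further: peak minus trough fluorescence over baseline after final BAM8-22 challenge near maximal dose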
MrgX1 PAM: positive allosteric modulators of MrgX1, primary screen, HEK293 cells, Fluo-4 calcium flux; Mas-related G-protein coupled receptor member X1 (Homo sapiens), Q96LB2; FDSS; hits give high values; B-score at 10 µM; 310,000 compounds, 0.63% hits;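 active means plate-corrected calcium response at least 3 library SD above typical, normal starting fluorescence, not activating the receptor alone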;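 further: compound read alongside a low EC10 to EC30 dose of BAM8-22 agonist; peak minus trough fluorescence over baseline measured at the second addition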
TRPC4 PAM: positive allosteric modulators of TRPC4, primary screen, cell-based, mouse TRPC4beta, HEK293 mu-opioid, Fluo-4 calcium | DAMGO EC20, Fluo-4 Ca2+ flux; hits give high values | 310,000 compounds, 0.42% hits | B-score at 10 µM | Short transient receptor potential channel 4 (Mus musculus), Q9QUQ5 | AID 2227, 2009;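 active means B-score of calcium response area above 5 SD of library B-scores, with initial fluorescence ratio within 5 SD of library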;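 further: B-score of integrated fluorescence ratio over time as area under calcium response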
Numbers without * were called inactive.

Screening Nc1ccc(Oc2ccccc2-c2ccccc2)cc1 returned TRPC6 inh inactive, MrgX1 agonist inactive, TMEM16A act inactive, ANO1 block inactive, TRPC6 activator inactive, RGS4 inh inactive, TRPC4 agonist inactive, TRPC4 block inactive, MrgX1 antagonist inactive, MrgX1 PAM inactive and TRPC4 PAM 14*.
Screening CCC1(c2ccc(F)cc2)NC(=O)N(CC(=O)Nc2ccc(C(N)=O)cc2)C1=O (configuration not stated) returned TRPC6 inh inactive, MrgX1 agonist inactive, TMEM16A act inactive, ANO1 block inactive, TRPC6 activator inactive, RGS4 inh inactive, TRPC4 agonist inactive, TRPC4 block inactive, MrgX1 antagonist inactive, MrgX1 PAM inactive and TRPC4 PAM inactive.
COc1ccccc1NC1CCCCC1NS(=O)(=O)c1ccccc1 (configuration not stated) was read as TRPC6 inh inactive, MrgX1 agonist inactive, TMEM16A act inactive, ANO1 block inactive, TRPC6 activator inactive, RGS4 inh inactive, TRPC4 agonist inactive, TRPC4 block inactive, MrgX1 antagonist inactive, MrgX1 PAM inactive and TRPC4 PAM inactive.
For N#Cc1c(NC(=O)c2cccnc2)sc2c1CCC2 the results were TRPC6 inh inactive, MrgX1 agonist inactive, ANO1 block inactive, TRPC6 activator inactive, RGS4 inh inactive, TRPC4 agonist inactive, TRPC4 block inactive, MrgX1 antagonist inactive, MrgX1 PAM inactive and TRPC4 PAM inactive.
`O=C(NCC1CCCCC1)c1cc([N+](=O)[O-])ccc1Cl` gave TRPC6 inh inactive, MrgX1 agonist inactive, TMEM16A act inactive, ANO1 block inactive, TRPC6 activator inactive, RGS4 inh inactive, TRPC4 agonist inactive, TRPC4 block inactive, MrgX1 antagonist inactive, MrgX1 PAM inactive and TRPC4 PAM inactive.
`CCCCN(C(=O)CN1C(=O)C2CCCCC2C1=O)c1c(N)n(CCC)c(=O)[nH]c1=O` (configuration not stated) gave TRPC6 inh inactive, MrgX1 agonist inactive, TMEM16A act inactive, ANO1 block inactive, TRPC6 activator inactive, RGS4 inh inactive, TRPC4 agonist inactive, TRPC4 block inactive, MrgX1 antagonist inactive, MrgX1 PAM inactive and TRPC4 PAM inactive.
`CC(C)(C)n1cnc2cc(NC(=O)c3ccco3)ccc21` gave TRPC6 inh inactive, MrgX1 agonist inactive, TMEM16A act inactive, ANO1 block inactive, TRPC6 activator inactive, RGS4 inh inactive, TRPC4 agonist inactive, TRPC4 block inactive, MrgX1 antagonist inactive, MrgX1 PAM inactive and TRPC4 PAM inactive.
For O=c1c2nnn(-c3ccc(Br)cc3)c2ncn1Cc1ccccn1 the results were TRPC6 inh inactive, MrgX1 agonist inactive, TMEM16A act inactive, ANO1 block inactive, TRPC6 activator inactive, RGS4 inh inactive, TRPC4 agonist inactive, TRPC4 block inactive, MrgX1 antagonist inactive, MrgX1 PAM inactive and TRPC4 PAM inactive.
`CCN(C(=O)c1cc(Cl)ccc1OC)C1CCCCC1` gave TRPC6 inh inactive, MrgX1 agonist inactive, TMEM16A act inactive, ANO1 block inactive, TRPC6 activator inactive, RGS4 inh inactive, TRPC4 agonist inactive, TRPC4 block inactive, MrgX1 antagonist inactive, MrgX1 PAM inactive and TRPC4 PAM inactive.
`c1ccc(-c2nccc(-c3ccco3)n2)nc1` gave TRPC6 inh inactive, MrgX1 agonist inactive, TMEM16A act inactive, ANO1 block inactive, TRPC6 activator inactive, RGS4 inh inactive, TRPC4 agonist inactive, TRPC4 block inactive, MrgX1 antagonist inactive, MrgX1 PAM inactive and TRPC4 PAM inactive.
O=C(COc1ccccc1)Nc1ccc([N+](=O)[O-])cc1 was read as TRPC6 inh inactive, MrgX1 agonist inactive, TMEM16A act inactive, ANO1 block inactive, TRPC6 activator inactive, RGS4 inh inactive, TRPC4 agonist inactive, TRPC4 block inactive, MrgX1 antagonist inactive, MrgX1 PAM inactive and TRPC4 PAM inactive.
`COc1ccc(CNC(=O)COC(=O)c2cncc(Br)c2)cc1` gave TRPC6 inh inactive, MrgX1 agonist inactive, TMEM16A act inactive, ANO1 block inactive, TRPC6 activator inactive, RGS4 inh inactive, TRPC4 agonist inactive, TRPC4 block inactive, MrgX1 antagonist inactive, MrgX1 PAM inactive and TRPC4 PAM inactive.
O=C(Cc1ccc(-n2c(=O)c3sccc3n(Cc3ccc(F)cc3)c2=O)cc1)NCc1ccco1 was read as TRPC6 inh inactive, MrgX1 agonist inactive, TMEM16A act inactive, ANO1 block inactive, TRPC6 activator inactive, RGS4 inh inactive, TRPC4 agonist inactive, TRPC4 block inactive, MrgX1 antagonist inactive, MrgX1 PAM inactive and TRPC4 PAM inactive.
COc1ccc(NC(=O)CSCC(=O)NCCc2ccccn2)cc1 was read as TRPC6 inh inactive, MrgX1 agonist inactive, TMEM16A act inactive, ANO1 block inactive, TRPC6 activator inactive, RGS4 inh inactive, TRPC4 agonist inactive, TRPC4 block inactive, MrgX1 antagonist inactive, MrgX1 PAM inactive and TRPC4 PAM inactive.
Cc1cc(C)c(S(=O)(=O)c2cc(F)ccc2C)c(Cl)n1 was read as TRPC6 inh inactive, MrgX1 agonist inactive, TMEM16A act inactive, ANO1 block inactive, TRPC6 activator inactive, RGS4 inh inactive, TRPC4 agonist inactive, TRPC4 block inactive, MrgX1 antagonist inactive, MrgX1 PAM inactive and TRPC4 PAM inactive.
`COc1cc(NC(=S)Nc2cccc(C)n2)cc(OC)c1OC` gave TRPC6 inh inactive, MrgX1 agonist inactive, TMEM16A act inactive, ANO1 block inactive, TRPC6 activator inactive, RGS4 inh inactive, TRPC4 agonist inactive, TRPC4 block inactive, MrgX1 antagonist inactive, MrgX1 PAM inactive and TRPC4 PAM inactive.
For CCn1c(SCC(=O)NNC(=S)Nc2ccc(C)cc2)nnc1-c1ccc(Cl)cc1 the results were TRPC6 inh inactive, MrgX1 agonist inactive, TMEM16A act inactive, ANO1 block inactive, TRPC6 activator inactive, RGS4 inh inactive, TRPC4 agonist inactive, TRPC4 block inactive, MrgX1 antagonist inactive, MrgX1 PAM inactive and TRPC4 PAM inactive.
`CCOc1ccc(C(=O)NCCc2ccc3c(c2)OCCO3)cc1` gave TRPC6 inh inactive, MrgX1 agonist inactive, TMEM16A act inactive, ANO1 block inactive, TRPC6 activator inactive, RGS4 inh inactive, TRPC4 agonist inactive, TRPC4 block inactive, MrgX1 antagonist inactive, MrgX1 PAM inactive and TRPC4 PAM inactive.
For COc1cc(OC)cc(C(=O)N2CCN(c3ccccc3F)CC2)c1 the results were TRPC6 inh inactive, MrgX1 agonist inactive, TMEM16A act inactive, ANO1 block inactive, TRPC6 activator inactive, RGS4 inh inactive, TRPC4 agonist inactive, TRPC4 block inactive, MrgX1 antagonist inactive, MrgX1 PAM inactive and TRPC4 PAM inactive.
Screening CC1(c2nnc(-c3cccc(Cl)c3)o2)CC(c2ccc(F)cc2)=NO1 (configuration not stated) returned TRPC6 inh inactive, MrgX1 agonist inactive, TMEM16A act inactive, ANO1 block inactive, TRPC6 activator inactive, RGS4 inh inactive, TRPC4 agonist inactive, TRPC4 block inactive, MrgX1 antagonist inactive, MrgX1 PAM inactive and TRPC4 PAM inactive.
Clc1nc(N2CCOCC2)ncc1Br was read as TRPC6 inh inactive, MrgX1 agonist inactive, TMEM16A act inactive, ANO1 block inactive, TRPC6 activator inactive, RGS4 inh inactive, TRPC4 agonist inactive, TRPC4 block inactive, MrgX1 antagonist inactive, MrgX1 PAM inactive and TRPC4 PAM inactive.
For CCOc1ccc(CNC(=O)C(C)n2ccc3cc(S(=O)(=O)N4CCCC4)ccc32)cc1 (configuration not stated) the results were TRPC6 inh inactive, MrgX1 agonist inactive, TMEM16A act inactive, ANO1 block inactive, TRPC6 activator inactive, RGS4 inh inactive, TRPC4 agonist inactive, TRPC4 block inactive, MrgX1 antagonist inactive, MrgX1 PAM inactive and TRPC4 PAM inactive.
Screening CCN1CCN(c2ccc(S(=O)(=O)N3CCOCC3)cc2NC(=O)CCC(C)C)CC1 returned TRPC6 inh inactive, MrgX1 agonist inactive, TMEM16A act inactive, ANO1 block inactive, TRPC6 activator inactive, RGS4 inh inactive, TRPC4 agonist inactive, TRPC4 block inactive, MrgX1 antagonist inactive, MrgX1 PAM inactive and TRPC4 PAM inactive.
`COc1ccc(C(OC(=O)c2ccco2)C(=O)NC2CCCCC2)cc1` (configuration not stated) gave TRPC6 inh inactive, MrgX1 agonist inactive, TMEM16A act inactive, ANO1 block inactive, TRPC6 activator inactive, RGS4 inh inactive, TRPC4 agonist inactive, TRPC4 block inactive, MrgX1 antagonist inactive, MrgX1 PAM inactive and TRPC4 PAM inactive.
`CN1C(=O)C(CC(=O)Nc2ccc(F)cc2)N(CCCc2ccccc2)C1=S` (configuration not stated) gave TRPC6 inh inactive, MrgX1 agonist inactive, TMEM16A act inactive, ANO1 block inactive, TRPC6 activator inactive, RGS4 inh inactive, TRPC4 agonist inactive, TRPC4 block inactive, MrgX1 antagonist inactive, MrgX1 PAM inactive and TRPC4 PAM inactive.
For O=C(COc1ccc2ccccc2c1Br)N1CCN(c2ccccn2)CC1 the results were TRPC6 inh inactive, MrgX1 agonist inactive, TMEM16A act inactive, ANO1 block inactive, TRPC6 activator inactive, RGS4 inh inactive, TRPC4 agonist inactive, TRPC4 block inactive, MrgX1 antagonist inactive, MrgX1 PAM inactive and TRPC4 PAM inactive.
